# TIM10 inh: inhibits growth of TIM10 yeast strain; S. cerevisiae TIM10 strain growth, BacTiter-Glo luminescence, 24 h; inhibition, % at 10 µM; 330,000 tested, 1.4% active;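 active means inhibition of 40% or more at the single tested concentration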;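 further: wild-type TIM10 isogenic control strain grown at permissive 25 °C; 0% = DMSO yeast wells and 100% = minimal medium wells without yeast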
# tim23-1 inh: tim23-1 yeast growth inhibition. S. cerevisiae tim23-1 growth, BacTiter-Glo luminescence, 24 h. inhibition, % at 20 µM. 330,000 tested, 1.3% active;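 active means growth inhibition of the mutant yeast at or above 50%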;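 further: temperature-sensitive mutant grown at 25 °C; plate controls were DMSO-treated mutant yeast for no effect and medium wells lacking yeast for full effect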
# UPR CHOP act: activators of apoptotic arm of unfolded protein response (CHOP). CHO-CHOP luciferase reporter, UPR activation, luminescence; percent of tunicamycin response over DMSO baseline. activation, % at 10 µM. 330,000 tested, 0.34% active;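 active means at 10 µM dose, activation of 40% or more, normalized to positive control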;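 further: 100% = tunicamycin at 10 µg/mL and 0% = DMSO alone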
#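 assay system = CHO CHOP reporter cells | amount = 500 CHO-CHOP cells per well | buffer or medium = F12 with 10% FBS | incubation = 16-18 h cell attachment, then 6 h compound exposure, 37 °C | detection = luminescence read with Steady-Glo | read-out = percent activation relative to tunicamycin control | controls = tunicamycin high control, DMSO low control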
# NR3A LBD binder: modulators (binders) of human NR3A ligand-binding domain; NR3A LBD differential scanning fluorimetry, Tm shift; 0% = protein alone, 100% = glycine-bound protein; Tm shift relative to glycine control, % at 25 µM; 340,000 tested, 2.5% active; AID 1259313;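 active means melting temperature shift of at least 10% of the positive control shift, at one fixed dose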
# XBP1 UPR activ: adaptive UPR (XBP1) activation; CHO-XBP1 luciferase reporter, IRE1-XBP1 UPR activation, luminescence; percent of tunicamycin response, DMSO as zero; activation, % at 20 µM; 330,000 tested, 0.33% active; AID 463104;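 active means versus positive control, 20 µM dose yields 30% or more activation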;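 further: 100% = tunicamycin at 10 µg/mL and 0% = DMSO only wells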
#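 Test system: CHO-XBP1 luciferase reporter cells | Buffer or medium: Serum-containing F12 medium, 10% FBS | Schedule: 6 h compound exposure at 37 °C, 5% CO2 | Detection: Steady-Glo luciferase glow luminescence, 10 min after reagent addition | Read-out basis: Activation, % of tunicamycin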
# APJ ag: activates the human apelin receptor APJ | P35414 | CHO-K1 APJ PathHunter beta-arrestin, luminescence; 0% DMSO wells, 100% apelin | activation, % at 20 µM | 330,000 tested, 0.11% active | AID 2520;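 active means activation more than six SD over the plate average, tested at 20 µM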;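 further: 0% = DMSO alone and 100% = apelin-13 at 10 nM; some results filed as inactive read as strong as hits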
#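 Assay system: engineered CHO-K1 APJ arrestin reporter cells; Amount: 1000 CHO-K1 reporter cells seeded per well; Dosing: one dose, 20 µM compound, 1% DMSO; Times: compound stimulation 90 min at 25 °C, detection 60 min; Measured by: luminescent beta-gal fragment complementation, chemiluminescent substrate; Read-out: APJ–arrestin association signal; Controls: DMSO vs Apelin-13 10 nM.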
# NALP3 yeast inh: inhibitors of NALP3 inflammasome in yeast. 330,000 tested, 0.39% active. inhibition, % at 10 µM. Yeast reconstituted NLRP3/ASC/caspase-1, beta-gal luminescence, 24 h. AID 2825;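 active means inhibition of 50% or more; inactive means inhibition below 50%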;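 further: plate controls were induced DMSO wells for no effect and uninduced yeast grown without galactose for full effect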
# tim10-1 inh: inhibits growth of tim10-1 mutant yeast | AID 463190 | S. cerevisiae tim10-1 ts strain growth, BacTiter-Glo, 24 h | inhibition, % at 20 µM | 330,000 tested, 2.2% active;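 active means inhibition of at least 40%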;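 further: mutant grown at 25 °C; 0% = DMSO wells with yeast and 100% = wells holding no yeast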
# Mdm2-MdmX inh: disrupts the human Mdm2-MdmX interaction; AID 485346; 330,000 tested, 3% active; SaOS-2 split-luciferase Mdm2/MdmX complementation, luminescence; inhibition, % at 8 µM;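 active means inhibition of at least 50% at 8 µM in the primary screen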
# Target sequence (O15151 whole entry, looked up): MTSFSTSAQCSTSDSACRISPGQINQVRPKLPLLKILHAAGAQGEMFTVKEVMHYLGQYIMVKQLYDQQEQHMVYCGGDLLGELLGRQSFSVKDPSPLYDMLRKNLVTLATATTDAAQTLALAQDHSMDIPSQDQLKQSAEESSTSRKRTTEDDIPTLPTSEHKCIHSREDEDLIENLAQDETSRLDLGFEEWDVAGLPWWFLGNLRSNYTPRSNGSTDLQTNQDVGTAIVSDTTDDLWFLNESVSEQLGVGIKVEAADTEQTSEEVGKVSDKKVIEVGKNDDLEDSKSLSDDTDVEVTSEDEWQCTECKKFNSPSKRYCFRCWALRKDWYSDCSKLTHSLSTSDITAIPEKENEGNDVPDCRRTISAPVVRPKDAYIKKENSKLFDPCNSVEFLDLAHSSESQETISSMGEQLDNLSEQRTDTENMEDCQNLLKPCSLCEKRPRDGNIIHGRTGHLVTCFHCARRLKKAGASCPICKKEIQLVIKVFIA
# Target sequence (Q00987 whole entry, looked up): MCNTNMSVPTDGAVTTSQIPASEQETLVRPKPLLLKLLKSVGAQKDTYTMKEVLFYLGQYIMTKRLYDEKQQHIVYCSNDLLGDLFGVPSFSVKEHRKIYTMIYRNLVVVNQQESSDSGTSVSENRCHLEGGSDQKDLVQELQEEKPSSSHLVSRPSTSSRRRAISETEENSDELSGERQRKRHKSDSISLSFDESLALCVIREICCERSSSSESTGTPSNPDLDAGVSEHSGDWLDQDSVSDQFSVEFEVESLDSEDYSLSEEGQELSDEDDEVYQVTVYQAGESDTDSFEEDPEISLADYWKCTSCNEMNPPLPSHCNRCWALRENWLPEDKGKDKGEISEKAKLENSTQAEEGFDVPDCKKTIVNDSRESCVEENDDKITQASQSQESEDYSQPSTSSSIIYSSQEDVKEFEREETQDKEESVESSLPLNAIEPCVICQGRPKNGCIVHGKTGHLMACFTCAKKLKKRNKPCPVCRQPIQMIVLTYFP
# An asterisk follows results filed as active.
# Preview, two compounds:
SMILES,TIM10 inh,tim23-1 inh,UPR CHOP act,NR3A LBD binder,XBP1 UPR activ,APJ ag,NALP3 yeast inh,tim10-1 inh,Mdm2-MdmX inh
C#CCNC(=O)C1=C[C@H](C2CCCCC2)[C@@H](CCCO)[C@H](OCC)O1,8,14,0.4,-1,-1,-2,12,0,21
Cc1ccccc1N1CCN(C(=O)c2ccc(Oc3ccc(C(F)(F)F)cn3)cc2)CC1,47*,38,-0.2,-124,-2,-2,-4,38,14

# Results (from the top)
SMILES,TIM10 inh,tim23-1 inh,UPR CHOP act,NR3A LBD binder,XBP1 UPR activ,APJ ag,NALP3 yeast inh,tim10-1 inh,Mdm2-MdmX inh
C#CCNC(=O)C1=C[C@H](C2CCCCC2)[C@@H](CCCO)[C@H](OCC)O1,8,14,0.4,-1,-1,-2,12,0,21
Cc1ccccc1N1CCN(C(=O)c2ccc(Oc3ccc(C(F)(F)F)cn3)cc2)CC1,47*,38,-0.2,-124,-2,-2,-4,38,14
CCOC(=O)CSc1nnc2n1C(C)(C)Cc1ccccc1-2,19,17,-1.7,0,-1,-4,-16,26,-14
CC(C)CN(C(=O)Cn1c(C(F)(F)F)nc2ccccc21)C1CCS(=O)(=O)C1 (centres undefined),-1,-6,1.3,0,-4,1,12,-6,19
CCCCNc1c(-c2ccc(OC)c(SC(C)CC)c2)nc2cc(C)ccn12 (centres undefined),20,55*,2.1,-33,-2,10,31,29,19
COCCn1c(SCC(=O)NNC(=O)c2ccccc2)nc2ccccc21,-20,-9,0.3,2,-2,-1,19,-1,14
O=C(CSc1nnc(-c2ccc(F)cc2)o1)NC1CCCCC1,2,19,-1.4,-1,1,-3,14,11,20
NC(=O)c1cc(Cl)cn(-c2ccccc2)c1=O,6,-1,-1.0,-1,-3,-2,8,-2,25
O=C(COC(=O)Cc1n[nH]c(=O)c2ccccc12)Nc1c(Cl)cccc1C(F)(F)F,-7,3,1.6,0,1,-6,-4,8,7
N#CCCn1cc(/C=C/C(=O)O)c(-c2ccc(F)cc2)n1,7,11,0.9,-1,1,0,14,1,-3
Cc1n[nH]c(C)c1S(=O)(=O)N1CCC(C(=O)N2CCn3c2nc2ccccc23)CC1,-9,-1,0.9,5,-3,-12,14,-4,21
CCCCN(C)c1ccc([N+](=O)[O-])cc1,0,33,1.7,-1,3,0,-10,40,-20
CC1(C)Cc2c(cnn2-c2ccc(F)cc2)C(NC(=O)c2cnccn2)C1 (centres undefined),13,28,3.3,-1,-2,-3,-1,32,4
O=C(CN(Cc1ccccc1)S(=O)(=O)c1ccc(Cl)cc1)NCC1CCCO1 (centres undefined),-6,16,-1.1,0,-1,-1,14,26,9
CCN1CCCC1CNCc1cccc(OC)c1OCc1ccc(F)cc1 (centres undefined),3,-5,-0.6,1,-4,-4,17,9,-14
O=C(NCc1ccccc1)c1ccc(OCC2CCCO2)cc1 (centres undefined),-2,10,2.4,0,1,1,32,15,-2
C=CCC(CC=C)(C(=O)O)c1ccccc1,0,-10,-0.1,0,-3,-3,17,-15,17
Cn1c(=O)c(C(=O)NNC(=O)c2ccccc2Br)c(O)c2ccccc21,33,51*,1.2,-2,2,-5,59*,7,46
Cc1ccc(NC(=O)CN(c2ccc(C)cc2)S(=O)(=O)c2cccc3nonc23)cc1,31,23,1.8,-3,-2,-2,4,37,-15
CCOC(=O)Cc1csc(NC(=O)COc2ccc3ccccc3c2)n1,25,23,0.4,-5,-2,-2,25,26,9
CC(Sc1nc2c([nH]c3ccccc32)c(=O)n1C)c1ccccc1 (centres undefined),-4,-6,1.7,-2,-3,-2,12,9,37
COc1cc(CC(=O)N(C)CC(=O)Nc2ccc(Cl)c(C(F)(F)F)c2)cc(OC)c1OC,14,8,1.1,-4,-2,4,9,-2,18
Cc1ccc(C(=O)COc2cccc(NC(=O)c3ccco3)c2)cc1,54*,54*,1.0,-11,2,0,27,40*,-13
CCOC(=O)c1[nH]c2ccc(Cl)cc2c1-c1ccccc1,-5,-4,8.0,-10,2,0,11,11,-14
CC(=O)c1ccc(S(=O)(=O)N2CCC(Oc3ccc(-n4cnnn4)cc3)CC2)cc1,-11,-8,1.6,0,3,-3,11,3,44
CCOc1ccc(CCNS(=O)(=O)c2cn(C)cn2)cc1OCC,-2,8,-1.9,-1,-1,-1,31,-6,-2
Cc1cnc(NC(=O)CN2C(=O)C3CC=CCC3C2=O)s1 (centres undefined),-4,9,0.7,0,0,-1,0,19,-12
O=C(COc1ccc2ccccc2c1)N1c2ccccc2Sc2ccccc21,23,8,-0.2,1,0,-3,-8,23,15
Nc1ncnc2nc(SCCc3ccccc3)[nH]c12,-2,-4,-1.3,0,1,-3,6,2,-7
COc1ccc(C(=O)CN2C(=O)c3ccccc3S2(=O)=O)cc1Br,4,19,-1.7,-1,-8,3,29,23,23

SMILES,TIM10 inh,tim23-1 inh,UPR CHOP act,NR3A LBD binder,XBP1 UPR activ,APJ ag,NALP3 yeast inh,tim10-1 inh,Mdm2-MdmX inh
COc1cccc(NC(=O)C2CCN(c3ncccn3)CC2)c1,10,20,-0.4,1,0,-4,19,22,4
Cc1nn(CC(=O)NCCN2CCOCC2)c(=O)c2ccccc12,-3,3,1.0,0,-1,-1,-11,2,21
Cc1ccsc1/C=N\NC(=O)c1ccc2c(c1)OCO2,43*,35,4.0,0,-2,-4,6,0,-89
Cc1cccc2cc(/C=N/Nc3ccc(C(=O)O)cc3)c(Cl)nc12,5,35,4.7,-4,9,-2,7,-6,-87
Cc1ccc(C(=O)Oc2ccccc2N2C(=O)C3C4CCC(C4)C3C2=O)cc1 (centres undefined),18,32,-1.3,-9,-4,-3,14,12,-2
CC(C)(C)NC(=O)C(=O)NCc1ccncc1,10,-9,-0.6,2,1,-1,19,5,3
Cc1cc(Br)c(NC(=O)c2c(-c3c(Cl)cccc3Cl)noc2C)c(Br)c1,-10,3,-1.4,12*,0,0,12,3,15
Cc1cc(C)cc(NC(=O)c2ccc(S(=O)(=O)C(F)F)cc2)c1,4,27,3.3,-10,0,-2,40,-3,-11
COc1ccc(Cc2nnc(NC(=O)c3cc(OC)c(OC)c(OC)c3)s2)cc1,4,20,-1.9,4,0,0,18,12,14
CCC(NC(=O)c1ccccc1NC(=O)C(C)(C)C)C(=O)N1CCCC1 (centres undefined),8,25,1.1,-1,-6,-1,2,27,12
Cn1c(=O)c2c(nc(SCC(=O)c3cccs3)n2Cc2ccc(F)cc2)n(C)c1=O,26,25,-0.6,-18,5,1,16,23,16
CCC1(CC)NC(=O)N(CC(=O)N2CCN(S(=O)(=O)c3cccc(F)c3)CC2)C1=O,3,11,0.9,-1,-3,8,-7,2,-2
O=C(CSc1nnc(CNC(=O)c2c(F)cccc2F)o1)c1ccccc1,-2,-7,0.3,1,-5,-1,3,4,2
CN(CC(=O)Nc1ccccc1Br)C(=O)c1cc([N+](=O)[O-])ccc1N1CCOCC1,2,-2,1.3,0,-2,-7,23,9,20
CCOC(=O)CCC(NC(=O)CCCCCCCCC(=O)NC(CCC(=O)OCC)C(=O)OCC)C(=O)OCC (centres undefined),7,25,0.3,-4,-2,-2,12,10,2
CC(=O)Nc1ccc(S(=O)(=O)Nc2nnc(Cc3ccc(Cl)cc3)s2)cc1,-4,6,0.2,-7,-1,-2,-1,3,12
Cc1nnc(SCC(=O)NC2CCCCCC2)n1C,7,-1,0.7,1,-4,-5,6,-4,8
Cc1ccc(C(=O)COC(=O)CCC(=O)Nc2ccccc2Cl)cc1[N+](=O)[O-],4,8,0.2,3,-2,-8,-6,7,1
c1ccc2c(c1)nnn2Cc1nnc2sc(-c3ccncc3)nn12,-5,2,-1.6,0,-2,-2,2,0,31
O=S(=O)(c1ccccc1)N1CCN(CCO)CC1,-5,-11,-0.8,-1,-5,-2,25,-15,23
Cc1ccc(NC(=O)COC(=O)c2nn(-c3ccc(Cl)cc3)cc2O)cc1,-6,8,3.1,9,3,-3,19,-7,-7
Cc1ccc(CNS(=O)(=O)c2ccc(C(F)(F)F)cc2)n1C,15,24,1.4,0,-1,0,6,13,25
Cc1ccc(-c2nn(-c3ccc(F)cc3)cc2C(=O)N(C)CC(=O)Nc2ccc(N3CCOCC3)cc2)cc1,7,3,2.4,-7,-3,1,14,14,8
Cc1nc(Sc2ccc(Cl)cc2)c(C#N)c(C)c1[N+](=O)[O-],20,31,1.6,-2,16,-2,-9,19,36
CCN(CC(=O)NCc1ccc(Cl)cc1)C(=O)/C=C/c1ccco1,-1,2,0.6,1,-3,-1,4,14,14
O=C(O)c1ccc2ncc(NC(=O)c3ccc(F)cc3)c(=O)n2c1,-4,10,-1.9,2,0,-4,8,6,14
O=C(Nc1ccc(F)cc1)c1ccccc1S(=O)(=O)c1ccccc1[N+](=O)[O-],2,21,-1.5,1,-2,10,21,17,10
O=C(Cn1cc([N+](=O)[O-])ccc1=O)Nc1ccc2c(c1)OCO2,2,-2,1.0,0,-1,-3,10,-7,2
O=C(c1ccccc1)N1N=C(C(F)(F)F)CC1(O)c1ccccc1O (centres undefined),6,37,2.2,-2,7,-2,3,18,18
CCOC(=O)/C(C#N)=C\c1ccc(CC)s1,-14,20,2.4,2,2,-1,14,38,-3

SMILES,TIM10 inh,tim23-1 inh,UPR CHOP act,NR3A LBD binder,XBP1 UPR activ,APJ ag,NALP3 yeast inh,tim10-1 inh,Mdm2-MdmX inh
O=[N+]([O-])c1ccc(C[n+]2cc(-c3ccccc3)n3c2CCCCC3)cc1,1,-20,-0.3,-1,-1,-2,3,11,2
COCCN1C(=O)C(=O)/C(=C(/O)c2ccc(S(=O)(=O)N3CCOCC3)cc2)C1c1ccc(OC)c(OC)c1 (centres undefined),4,-9,-0.3,2,-1,-3,26,-13,20
COc1ccc(-n2c(SCC(=O)c3ccc[nH]3)nnc2-c2ccccc2)cc1,-11,-11,1.2,-1,1,0,5,24,-4
Cc1csc(NC(=O)CSc2nc(=O)cc(N)n2-c2ccc(F)cc2)n1,3,4,0.9,0,-3,0,14,6,-1
CCC1(C)Cc2c(C#N)c(N)n(-c3ccccc3)c(=O)c2CO1 (centres undefined),-18,-10,-1.0,1,0,-3,5,-1,-6
O=C(O)c1ccc(C(=O)C(=O)c2ccccc2)cc1,-1,0,2.4,-1,0,-5,-3,8,10
CCOC(=O)CCC(NC(=O)CCCC(=O)NC(CCC(=O)OCC)C(=O)OCC)C(=O)OCC (centres undefined),2,9,-0.1,3,-1,2,13,7,-16
CCC(=O)NC(Nc1ccccn1)(C(=O)OC)C(F)(F)F (centres undefined),-2,-9,1.6,-1,-1,0,-1,-3,31
Cc1sc2ncn(CC(=O)N(C)C3CCCCC3)c(=O)c2c1C,-8,33,0.5,2,-2,-5,22,7,26
Cc1ccsc1/C=C(\C#N)C(=O)Nc1c(C)n(C)n(-c2ccccc2)c1=O,-3,12,3.8,0,0,-1,12,12,0

# High-throughput results deposited in PubChem BioAssay by Sanford-Burnham Center for Chemical Genomics.
